Apaf1 inhib – human Apaf-1 inhibition | reconstituted apoptosome caspase-3 activity, DEVD-Rh110 fluorescence | inhibition, % at 20 µM | 330,000 tested, 0.71% active; active = inhibition of at least 40% at 20 µM;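 also: plate controls were DMSO wells for no effect and DEVD-CHO caspase inhibitor wells for full effect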
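Medium: Hepes buffer, pH 7.5 / System: biochemical Apaf-1 apoptosome reconstitution / Measured by: Rh110 fluorescence, excitation 480 nm, emission 540 nm / Times: compound with Apaf-1, dATP, procaspase-3 30 min, then 50 min reaction, room temperature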
Gli-Sufu antag – blocks Gli-Sufu signaling in a luciferase reporter; Sufu-KO-LIGHT fibroblasts, Gli luciferase reporter luminescence; inhibition, % at 5 µM; 340,000 tested, 0.74% active; AID 588413;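 active = inhibition above about 55%, limit read from the data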;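 also: 0% = DMSO-treated cells and 100% = wells with medium but no cells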
Jurkat NFkB inh – lowers PMA/ionomycin-induced NF-kB signal in Jurkat cells | PMA/ionomycin-induced NF-kB luciferase reporter, luminescence | inhibition, % at 4 µM | 330,000 tested, 0.53% active | AID 435003
SENP8 block – blocks the human protease SENP8 | purified SENP8, Z-RLRGG-aminoluciferin cleavage, luminescence | inhibition, % at 10 µM | 330,000 tested, 1.2% active | AID 2540
Target sequence (Q96LD8 whole entry, looked up): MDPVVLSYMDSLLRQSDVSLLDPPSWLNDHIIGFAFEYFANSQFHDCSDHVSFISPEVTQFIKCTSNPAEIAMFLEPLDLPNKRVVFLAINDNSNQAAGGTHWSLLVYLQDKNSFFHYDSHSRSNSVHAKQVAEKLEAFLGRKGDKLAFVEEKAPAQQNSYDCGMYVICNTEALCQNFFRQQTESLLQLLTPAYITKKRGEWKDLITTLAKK
697 NFkB inh – inhibitors of the PMA/ionomycin-induced NF-kB reporter in 697 B cells; 330,000 tested, 0.33% active; inhibition, % at 4 µM; AID 435022; 697 B-cell NF-kB luciferase reporter, 16 h; in the data active = inhibition above about 35%
SENP7 inh – inhibitors of human SENP7 protease; Q9BQF6; recombinant SENP7, Z-RLRGG-aminoluciferin luminescence, 40 min; inhibition, % at 5 µM; 330,000 tested, 1.5% active; AID 434973;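 active = inhibition above about 50% at the single test dose, limit read from the data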;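 also: plate controls were DMSO with enzyme for no effect and no enzyme buffer wells for full effect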
Target sequence (Q9BQF6 706-1050 limits assumed): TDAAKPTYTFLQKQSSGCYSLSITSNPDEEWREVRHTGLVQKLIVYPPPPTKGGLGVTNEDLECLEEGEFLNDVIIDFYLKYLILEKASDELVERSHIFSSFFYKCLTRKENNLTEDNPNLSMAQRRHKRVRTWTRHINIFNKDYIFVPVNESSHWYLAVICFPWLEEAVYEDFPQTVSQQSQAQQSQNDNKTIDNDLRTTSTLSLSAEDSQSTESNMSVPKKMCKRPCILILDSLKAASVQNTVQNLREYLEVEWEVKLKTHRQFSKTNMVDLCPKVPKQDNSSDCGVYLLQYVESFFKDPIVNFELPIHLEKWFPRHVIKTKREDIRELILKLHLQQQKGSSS
UBC13 polyUb – human UBC13 polyubiquitination inhibition; P61088; UBC13 polyubiquitin chain formation, TR-FRET; inhibition, % at 20 µM; 330,000 tested, 0.47% active; in the data active = inhibition above about 45%, passing the limit was not always enough; inconclusive = no clear call, values can overlap the other calls
Target sequence (P61088 whole entry, looked up): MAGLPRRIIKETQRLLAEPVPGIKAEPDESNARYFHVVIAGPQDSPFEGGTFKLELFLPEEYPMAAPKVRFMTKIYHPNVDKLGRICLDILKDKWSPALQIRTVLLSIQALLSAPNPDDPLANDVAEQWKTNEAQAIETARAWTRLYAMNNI
HKDC1 inh – inhibitors of human hexokinase HKDC1 | Q2TB90 | recombinant HKDC1, G6PDH/diaphorase resazurin coupled fluorescence | 340,000 tested, 0.16% active | inhibition, % at 20 µM | AID 493160;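 active = inhibition above about 35% when tested at 20 µM, limit read from the data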;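 also: plate controls were DMSO wells with enzyme for no effect and DMSO wells lacking enzyme for full effect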
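Assay system – recombinant HKDC1 (HK5) hexokinase enzyme, produced in-house · Input – HKDC1 at 5 µg/mL · Reagent – glucose plus 1 mM ATP as hexokinase substrates · Timing – 90 min reaction incubation at room temperature, dark · Measured by – G6PDH/diaphorase-coupled fluorescence, 1 mM NADP, 100 µM resazurin, 525/613 nm · Benchmarks – DMSO-enzyme wells negative, buffer-substituted wells positive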
Active calls of the source: *; ? = inconclusive; · = not tested or not shown. Rule as the data show it, unless noted: active = inhibition above about 50%; inactive = the rest.

SMILES	Apaf1 inhib	Gli-Sufu antag	Jurkat NFkB inh	SENP8 block	697 NFkB inh	SENP7 inh	UBC13 polyUb	HKDC1 inh
Cc1cc(C(=O)N/N=C/c2ccccn2)c2ccccc2n1	1	1	4	5	7	1	-10	3
CSc1ccc(/C=C/c2cc(=O)c3ccccc3[nH]2)cc1	16	-6	-32	3	-58	-1	-11	-8
Cc1cccc2cc(CN(CCCN3CCOCC3)Cc3nnnn3C(C)(C)C)c(=O)[nH]c12	-3	4	-12	7	-2	-9	-2	-11
O=C(c1ccccc1Cl)N1CCC(O)(c2cccnc2)CC1	-7	-12	-12	-15	5	-5	-18	-8
O=C(Nc1nnc(C2CCCC2)s1)C1CCC1	1	-4	-8	3	-1	-1	11	-3
O=C(CSCc1ccc(Cl)cc1)Nc1ccc(S(=O)(=O)N2CCOCC2)cc1	6	-4	-41	-5	-49	-6	-8	18
Cc1cc(CN(C)C(=O)CC2C(=O)NCCN2Cc2c(F)cccc2Cl)on1 (configuration not stated)	-15	9	8	-5	9	5	16	-1
O=C(/C=C/c1ccccc1)Nc1cc(NC(=O)/C=C/c2ccccc2)cc(C(=O)O)c1	11	7	5	5	21	5	?	13
Cc1cccc(C(=O)OC(C)C(=O)NC2CCCc3ccccc32)c1O (configuration not stated)	6	-2	-6	-5	9	-5	34	-2
CN(Cc1ccccc1)Cc1nc2c(c(=O)n(C)c(=O)n2C)n1Cc1ccc(Cl)cc1	18	9	-3	-14	-19	4	-2	4

One compound at a time, from the list above. Order of screens: Apaf1 inhib, Gli-Sufu antag, Jurkat NFkB inh, SENP8 block, 697 NFkB inh, SENP7 inh, UBC13 polyUb, HKDC1 inh
O=C(/C=C/c1ccccc1)Nc1cc(NC(=O)/C=C/c2ccccc2)cc(C(=O)O)c1 in the list: 11, 7, 5, 5, 21, 5, ?, 13
CSc1ccc(/C=C/c2cc(=O)c3ccccc3[nH]2)cc1 in the list: 16, -6, -32, 3, -58, -1, -11, -8
Cc1cc(CN(C)C(=O)CC2C(=O)NCCN2Cc2c(F)cccc2Cl)on1 (configuration not stated) in the list: -15, 9, 8, -5, 9, 5, 16, -1
Cc1cccc2cc(CN(CCCN3CCOCC3)Cc3nnnn3C(C)(C)C)c(=O)[nH]c12 in the list: -3, 4, -12, 7, -2, -9, -2, -11
Cc1cccc(C(=O)OC(C)C(=O)NC2CCCc3ccccc32)c1O (configuration not stated) in the list: 6, -2, -6, -5, 9, -5, 34, -2

Other compounds follow:
SMILES	Apaf1 inhib	Gli-Sufu antag	Jurkat NFkB inh	SENP8 block	697 NFkB inh	SENP7 inh	UBC13 polyUb	HKDC1 inh
CC(=O)Nc1ccc(C(=O)Nc2cc(C(F)(F)F)ccc2-n2cnc3ccccc32)cc1	-1	12	4	-7	16	0	8	-4
COc1ccccc1CCC(=O)NNC(=O)c1ccccc1	2	36	5	-3	18	-1	2	3
COC(=O)Cn1c(=NC(=O)c2nc3ccccc3s2)sc2cc(S(C)(=O)=O)ccc21	7	·	-14	-3	19	-2	17	·
COC(=O)c1ccc(C2=NOC(C)(c3sc(-c4ccccc4)nc3C)C2)cc1 (configuration not stated)	7	-1	3	6	-7	-9	7	-2
Cc1ccc(C)c(OCC(=O)Nc2ccc(S(=O)(=O)Nc3ccccn3)cc2)c1	1	2	1	0	1	2	3	6
Cc1cc([N+](=O)[O-])nn1Cc1ccccc1F	-2	-26	97*	-9	51*	2	-10	-2
CCN(CC)c1ccc(S(=O)(=O)N2CCOCC2)cc1NC(=O)CSc1n[nH]c(N)n1	-2	3	-9	-7	1	-7	-4	-10
COC1=C(Nc2ccc(OC)cc2)C(=O)c2ccccc2C1=O	27	-21	-40	-6	-91	12	-188	-2
Cc1ccc(Cn2ccc(NC(=O)c3cc(CC(C)C)on3)n2)cc1	19	-13	-9	-6	13	0	13	5
CC1=NN(C(=O)COc2ccccc2)C(O)(c2ccccc2)C1 (configuration not stated)	-5	-18	16	-6	8	-7	19	14
CCCNC(=O)c1ccc(N2CCC3(CC2)CC(c2ccccc2)=NO3)c(NC(=O)Cc2ccc(F)cc2)c1	4	8	17	1	5	6	-1	9
O=C(c1ccc2snnc2c1)N1CCCCC1	4	0	15	7	1	1	5	0
CC(=O)CC1(O)C(=O)N(CN2CCN(c3ccccc3)CC2)c2ccccc21 (configuration not stated)	-10	6	18	3	15	6	2	-7
O=C(NCC(c1ccco1)N1CCCC1)c1ccc(Cl)c(S(=O)(=O)N2CCc3ccccc32)c1 (configuration not stated)	37	67*	48	-1	-16	-1	-3	-6
CCOC(=O)c1sc(NC(=O)C(C)Sc2nc(N)cc(=O)[nH]2)nc1C (configuration not stated)	-5	1	4	8	7	-3	6	-1
Cc1cc(SCc2ccc(F)cc2)nc(=O)[nH]1	-3	-6	-6	-2	-9	12	-10	-6
COC(=O)c1c(C(=O)OC)c2n(c1C)Cc1ccccc1C2	-4	-1	-20	0	2	7	-2	0
CN(C)N=Nc1nc2c(c(=O)n(C)c(=O)n2C)n1C	-3	11	11	-3	12	0	-2	0
NC(=S)NNC(=O)c1cccc(Cl)c1	-14	-28	-14	4	-34	-4	-5	-5
O=C(CN1C(=O)C2CCCCC2C1=O)Nc1cc([N+](=O)[O-])ccc1F (configuration not stated)	-1	-1	11	0	14	-2	6	-2

697 NFkB inh, hit marks shown above.
structure | Jurkat NFkB inh | SENP8 block | 697 NFkB inh | SENP7 inh | UBC13 polyUb | HKDC1 inh
Cc1cc([N+](=O)[O-])nn1Cc1ccccc1F | 97* | -9 | 51* | 2 | -10 | -2

The list continues.
SMILES	Apaf1 inhib	Gli-Sufu antag	Jurkat NFkB inh	SENP8 block	697 NFkB inh	SENP7 inh	UBC13 polyUb	HKDC1 inh
CC(=O)c1cccc(NC(=O)CN(C)S(=O)(=O)c2cccc3nsnc23)c1	-5	5	5	-11	-5	-11	-5	-1
O=C(NCc1cccnc1)C1CCN(c2ccc(S(=O)(=O)N3CCOCC3)cc2Cl)CC1	-4	26	30	-1	-8	-4	4	-10
Cc1ccnc(SCC(=O)c2cc3ccccc3o2)n1	6	24	-15	1	-31	3	-3	-7
Cc1nnc(C)c2c(C)n(-c3cccc4cccnc34)c(C)c12	8	·	17	5	10	3	9	·
CCCOc1ccc(C(=O)Nn2c(C)nc3ccccc3c2=O)cc1	-9	0	10	2	20	4	96*	0
CC(=O)Nc1c(O)nc(SC/C=C/CSc2nc(O)c(NC(C)=O)c(=O)[nH]2)[nH]c1=O	-1	-6	-16	-7	-2	3	-5	-1
CC1CCC/C(=N/Nc2ccc([N+](=O)[O-])cc2[N+](=O)[O-])C1 (configuration not stated)	12	-9	2	-17	10	-7	-36	-2
O=C(O)c1cc(S(=O)(=O)Nc2cccc(Oc3ccccc3)c2)ccc1Br	10	5	1	-3	-7	-16	-5	3
O=C(C1CCN(S(=O)(=O)c2ccccc2)CC1)N1CCN(Cc2ccc3c(c2)OCO3)CC1	-28	11	10	4	-12	-8	2	-2
CCOC(=O)c1c(NC(=O)CSc2nnc(CN3CCOCC3)n2C)sc2c1CCCC2	7	8	5	1	4	6	-4	0
COc1ccc(Nc2nc(N)nc(SCc3nnc(C)s3)n2)cc1	-2	-21	-2	-2	-6	5	4	-2
O=C(Nc1cc(S(=O)(=O)N2CCOCC2)ccc1N1CCOCC1)c1cn2ccccc2n1	4	1	5	-2	4	3	-3	-5
Cc1ccc(Cl)cc1NS(=O)(=O)c1ccc2oc(=O)ccc2c1	5	-6	7	2	9	4	6	-1
Cc1ccc(C)c(SCc2noc(C(=O)NC(C)C)c2C(=O)O)c1	1	6	1	0	-4	4	-17	-1
COC(=O)c1scc(S(C)(=O)=O)c1-n1cccc1	-14	3	-5	-7	-10	8	-3	-4
CCC1(C)N=c2c(c(=O)n(C)c(=O)n2C)=NO1 (configuration not stated)	6	-3	-6	-3	-18	-8	-1	-9
Cc1cccc(OCC(=O)NCc2cc(C)nc3ccccc23)c1	-10	5	-13	-4	-30	-1	-1	2
COC(=O)[C@]1(C)CCC[C@@]2(C)C3CC[C@@]4(C)C[C@]3(CCC21)CC(=O)N4 (some centres not stated)	9	30	2	-8	-8	-8	-8	-7
Cc1nnc(SCc2ccccc2Cl)n1CC1CCCO1 (configuration not stated)	3	1	6	1	10	3	10	-6
Cc1c(C#N)c2ccccc2n1CC(=O)N1CCCc2ccccc21	-8	2	12	-2	17	2	-5	-4
CCOc1ccc(C(=O)NC(=S)NCc2cccnc2)cc1[N+](=O)[O-]	7	15	-12	-15	-1	-11	-8	15
COc1ccc(C(=O)NC(Nc2ccccc2)C(Cl)(Cl)Cl)cc1 (configuration not stated)	10	12	2	-4	3	-2	4	5
C/C(CC(=O)Nc1ccccn1)=N\NC(=O)c1ccccc1O	-4	-9	1	-11	-38	-8	-2	-27
O=C(Nc1ccc(N2CCCC2)cc1)c1ccc(Cl)cc1Cl	6	-19	-21	-10	-30	1	-1	-4
COc1ccc2nc(NC(=O)CN3C(=O)NC4(CCCCC4)C3=O)sc2c1	15	-3	-9	-14	-22	-11	1	-4
Cc1c(N=Cc2c(O)n(C)c(=O)c3ccccc23)c(=O)n(-c2ccccc2)n1C	26	1	3	10	-2	41	-14	-5
CN1CCN(C(=O)/C=C/c2cccc(Cl)c2)CC1	1	-3	-16	13	-6	-1	-9	3
CCN(CC(=O)NCc1cccs1)C(=O)c1ccc(S(=O)(=O)Nc2ccccc2C)cc1	4	-6	-11	2	5	-4	-7	-6
O=C1c2[nH]nc(-c3ccccc3O)c2C(c2cccc(O)c2)N1Cc1ccco1 (configuration not stated)	18	11	-31	-7	-4	1	10	-2
O=C(O)Cc1sc(-c2ccccc2)nc1-c1ccccc1	3	-6	3	1	12	2	-7	1
Cc1ccc(C(=O)N(CCCN(C)C)c2nc3ccc(Cl)cc3s2)cc1C	34	14	3	1	15	-1	17	6
N#CCC(=O)Nc1ccc(C(=O)NCc2cccc(Cl)c2)cc1	-16	-5	9	1	3	-7	16	0
O=C(COc1ccc(Br)cc1)N1CCNC1=O	9	-4	-4	0	-12	4	-2	-5
Cc1onc(-c2ccccc2)c1C(=O)N1CCN(S(=O)(=O)c2ccccc2Br)CC1	0	-5	2	-3	-1	-8	2	0
NS(=O)(=O)c1ccc(CCNC(=O)CSc2ccccc2)cc1	-5	-9	15	6	-2	6	1	-3
CC(=Nc1cccc(C)c1)c1sc2ccccc2c1O	15	-103	-143	44	-147	38	10	7
CCS(=O)(=O)N1Cc2ccccc2CC1C(=O)Nc1ccc(OC)cc1OC (configuration not stated)	9	11	-26	4	-14	-1	-3	-3
Cc1ccc(NS(=O)(=O)c2cccc(C(=O)n3ncc(C#N)c3N)c2)c(C)c1	4	0	-5	3	8	0	17	-1
CCCCNc1cc(C)nc(NCc2ccccc2)n1	3	-32	70*	3	-37	5	48*	-11
Cc1ccccc1-c1cc(C(=O)NCc2ccco2)n(CC2CC(c3cccnc3)=NO2)n1 (configuration not stated)	15	-3	33	-11	-35	0	-6	-4
O=C(NC(=S)Nc1ccc(CN2CCOCC2)cc1)c1ccccc1[N+](=O)[O-]	-1	6	-13	-7	-17	-8	-5	-4
CCN1CCCC1CNC(=O)c1cc2c(-c3cccc(OC)c3)nn(C)c2s1 (configuration not stated)	1	24	-27	10	7	2	39	8
O=C(COC(=O)c1ccc(Cl)cc1)NC(=O)NC1CCCC1	17	-17	-3	-2	-4	-5	-6	2
N#CCCn1cc(/C=C(\C#N)c2nc3ccccc3s2)c(-c2ccc(F)cc2)n1	19	6	-19	-4	-21	-10	-1	6
CC12c3ccccc3C(c3ccccc31)C1C(=O)N(c3cccnc3)C(=O)C12 (configuration not stated)	6	1	0	0	11	8	3	-9
O=C(Nc1ccnn1C1CCN(C(=O)c2ccc(C(F)(F)F)cc2)CC1)C1CC1	0	-3	6	3	6	10	-6	9
CCCC1Cc2c(sc(N)c2C#N)CO1 (configuration not stated)	13	8	-2	-1	15	-2	7	3

Screening data as filed in PubChem.
